# TNAP act hi DEA = TNAP activators at high phosphate acceptor level, primary screen, biochemical, luminescence, uHTS | activation factor at 20 µM | 200,000 tested, under 10 active | purified TNAP, CDP-star luminescence, 1 M DEA, 30 min; active compounds read high; 0 = EDTA background, 1 = DMSO-only activity | AID 1136, 2008 | Alkaline phosphatase, tissue-nonspecific isozyme (Homo sapiens), P05186;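 active = activation factor at least 2 at 20 µM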
# Target sequence (P05186 whole entry, looked up): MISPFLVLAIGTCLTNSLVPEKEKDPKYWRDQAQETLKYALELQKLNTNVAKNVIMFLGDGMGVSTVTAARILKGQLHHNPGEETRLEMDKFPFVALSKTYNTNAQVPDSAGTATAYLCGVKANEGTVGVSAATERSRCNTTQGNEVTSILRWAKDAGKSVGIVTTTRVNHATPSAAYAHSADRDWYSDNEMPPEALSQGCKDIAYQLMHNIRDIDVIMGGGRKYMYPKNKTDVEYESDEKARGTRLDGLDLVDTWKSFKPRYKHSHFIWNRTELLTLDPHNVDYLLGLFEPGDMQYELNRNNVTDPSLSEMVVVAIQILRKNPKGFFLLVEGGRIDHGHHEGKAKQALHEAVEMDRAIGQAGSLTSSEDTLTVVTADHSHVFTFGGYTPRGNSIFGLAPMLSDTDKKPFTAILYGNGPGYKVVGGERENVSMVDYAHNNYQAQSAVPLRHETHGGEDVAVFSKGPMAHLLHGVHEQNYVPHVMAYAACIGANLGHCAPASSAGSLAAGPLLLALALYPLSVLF
#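 Assay system: human TNAP; Input: enzyme diluted 1/800 final; Reagent: CDP-star luminogenic substrate at 100 µM final; Timing: 30 min, room temperature; Signal: luminescence; Evaluation: TNAP activation factor scaled between EDTA and DMSO control wells.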
# Lmaj promast = Leishmania major promastigote growth inhibition, primary screen; Leishmania major promastigotes, resazurin fluorescence viability; inhibition, % at 10 µM; 200,000 tested, 9% active; in the data active = inhibition above about 50%;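 also: promastigotes grown with compound for 44 hours at 28 °C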
# PMI act = activators of human PMI, primary screen, biochemical, fluorescence intensity, near-Km mannose 6-phosphate | activation factor at 20 µM | AID 1214, 2008 | 190,000 tested, 0.005% active | Mannose-6-phosphate isomerase (Homo sapiens), P34949 | purified human PMI, coupled resazurin fluorescence, 20 min; active compounds read high; 1 = vehicle control, 0 substrate-free wells;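 active = activation factor of 2 or more at 20 µM, relative to plate controls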
# Target sequence (P34949 whole entry, looked up): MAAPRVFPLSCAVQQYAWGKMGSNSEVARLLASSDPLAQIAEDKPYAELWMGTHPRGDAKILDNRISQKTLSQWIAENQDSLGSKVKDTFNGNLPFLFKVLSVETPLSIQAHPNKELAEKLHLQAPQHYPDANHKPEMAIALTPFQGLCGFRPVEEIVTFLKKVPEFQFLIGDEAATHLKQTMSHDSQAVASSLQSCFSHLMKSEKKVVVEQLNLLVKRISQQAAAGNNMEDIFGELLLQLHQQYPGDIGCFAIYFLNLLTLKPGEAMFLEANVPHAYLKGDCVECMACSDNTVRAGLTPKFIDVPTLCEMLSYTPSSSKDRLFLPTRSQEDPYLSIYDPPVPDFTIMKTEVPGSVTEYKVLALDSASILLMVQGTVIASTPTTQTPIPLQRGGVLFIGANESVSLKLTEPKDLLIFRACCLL
# Diaphorase act = compounds boosting diaphorase resazurin reduction – biochemical, uHTS, resorufin fluorescence, counter-screen for diaphorase-coupled primary assays, primary screen. Diaphorase/resazurin coupled assay, 16 min; active compounds read high; 1 = vehicle wells, 0 = NADH-free wells. activation factor at 20 µM. 190,000 tested, 0.005% active. AID 1229, 2008;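 active = diaphorase activity raised at least twofold by the compound at 20 µM; inactive = activation factor below 2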
#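 Material: bacterial diaphorase enzyme (C. kluyveri); amount: enzyme 0.07 U/mL final; reagent: NADH substrate 0.114 mM plus resazurin dye 0.1 mM, final; doses: single compound dose of 20 µM, 1% DMSO final; timing: 16 min enzyme reaction, ambient temperature; measured by: fluorescence of resorufin, 544 nm excitation, 590 nm emission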
# TNAP inh hi DEA = human TNAP enzyme inhibitors, primary screen, biochemical, luminescent, high phosphate acceptor level, uHTS; inhibition, % at 20 µM; 200,000 tested, 0.03% active; purified TNAP, CDP-star luminescence, 1 M DEA; AID 1135, 2008;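 active = over 50% inhibition of tissue-nonspecific alkaline phosphatase at 20 µM in the single-dose screen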;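 also: plate controls were DMSO wells for no effect and EDTA-quenched wells as full inhibition for full effect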
# bIAP inhibitor = bovine intestinal alkaline phosphatase inhibitors, primary screen, selectivity assay for TNAP inhibitor project, biochemical, bovine IAP, CDP-star luminescence. alkaline phosphatase, intestinal [Bos taurus]. inhibition, % at 20 µM. purified bovine IAP, 30 min. 190,000 tested, under 10 active;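 active = over 50% inhibition of intestinal alkaline phosphatase at 20 µM in the single-dose screen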
#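 Incubation: 30 min reaction at room temperature / Material: purified bovine intestinal alkaline phosphatase (IAP) enzyme / Input: enzyme at 1/65,000,000 dilution / Dosing: 20 µM single dose / Signal: CDP-star luminescence signal / Reagent: CDP-star chemiluminescent phosphatase substrate, 30 µM final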
# bIAP act = bovine intestinal alkaline phosphatase activators, primary screen, biochemical, bovine IAP, CDP-star luminescence; alkaline phosphatase, intestinal [Bos taurus]; purified bovine IAP, 30 min; active compounds read high; fold of DMSO-control signal, blank-subtracted; activation factor at 20 µM; 200,000 tested, 0.17% active; AID 1016, 2008;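 active = activation factor of 2 or more at 20 µM, a signal rise over negative controls twice the positive control's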
# TNAP inh no acc = human TNAP enzyme inhibitors, primary screen, biochemical, luminescent, no phosphate acceptor, uHTS; Alkaline phosphatase, tissue-nonspecific isozyme (Homo sapiens), P05186; purified TNAP, CDP-star luminescence, 30 min; inhibition, % at 20 µM; 200,000 tested, 0.26% active;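 active = tissue-nonspecific alkaline phosphatase inhibition above about 50% at 20 µM in the single-dose screen, limit read from the data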;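 also: 0% = DMSO negative control and 100% = EDTA positive control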
# PMI act hi M6P = human PMI activators, high substrate, primary screen, biochemical, fluorescence intensity, near-saturating mannose 6-phosphate; Mannose-6-phosphate isomerase (Homo sapiens), P34949; AID 1216, 2008; 190,000 tested, 0.34% active; coupled PMI enzyme assay, resazurin fluorescence, 20 min; active compounds read high; 1 = untreated enzyme, 0 = substrate-free blank; activation factor at 20 µM;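 active = activation factor of 2 or more at 20 µM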
#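 Test system: human phosphomannose isomerase with PGI, G6PDH, diaphorase coupling enzymes; Amount: PMI at 15 ng/mL final; Reagent: Mannose-6-phosphate 1.0 mM (near-saturating) plus 0.22 mM NADP+; Timing: 20 min, room temperature; Technique: resorufin fluorescence at Ex 544/Em 590 nm; Dosing: 20 µM single dose.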
# Diaphorase inh = diaphorase inhibitors and chemical oxidizers, primary screen, counter-screen for diaphorase-coupled primary assays, biochemical, uHTS, resorufin fluorescence | inhibition, % at 20 µM | 190,000 tested, 0.69% active | diaphorase resazurin-to-resorufin fluorescence, NADH, 16 min; bacterial (C. kluyveri) enzyme, not human;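 active = primary screen inhibition at 20 µM above a set limit, cut at about 50% in these data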;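 also: plate controls were DMSO with full reaction for no effect and wells lacking NADH for full effect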
#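 Assay system – diaphorase enzyme from Clostridium kluyveri · Amount – diaphorase 0.14 U/mL (working solution) · Times – reaction incubation of 16 min at room temperature · Controls – No-NADH positive control and DMSO neutral control · Signal – resorufin fluorescence 544/590 nm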
# * marks the source's active call; other numbers are inactive results.
SMILES,TNAP act hi DEA,Lmaj promast,PMI act,Diaphorase act,TNAP inh hi DEA,bIAP inhibitor,bIAP act,TNAP inh no acc,PMI act hi M6P,Diaphorase inh
CCCCNC(=O)Cn1cnc2sc(C(=O)OCC)c(C)c2c1=O,1,-4,1.1,1,-3,-1,1,-7,1,2
O=C(NCc1cccnc1)c1nc(-c2cccs2)no1,1,5,1,1,-4,4,1,-8,1.1,3
O=S1(=O)CCC(NC(=S)N2CCOCC2)C1 (stereo unspecified),1,-6,0.9,1,0,38,0.6,-5,1,2
CC(C)(C)NC(=O)CSc1nc(N)c(NC(=O)c2ccccc2F)c(=O)[nH]1,1,-6,1,1,2,4,1,-10,1,4
COc1ccccc1NC(=O)N(Cc1cc2cc(OC)c(OC)cc2[nH]c1=O)CC1CCCO1 (stereo unspecified),1.1,-4,0.8,0.8,-7,-1,1,-12,0.9,24
COC(=O)Cc1ccc(NC(=S)NCc2ccc(F)cc2)cc1,1,-2,0.8,0.9,2,46,0.5,-9,0.9,11
CCOC(=O)/C(=N\Nc1ccccc1Cl)N1CCN(c2ccccc2OC)CC1,1,0,1,0.9,-5,-2,1,-12,1,14
CCc1cccc(NC(=O)CCCCCC2NC(=O)NC2C)c1 (stereo unspecified),1.1,-6,1.1,1.1,-6,2,1,-11,1.1,-10
Cc1nc2ccccc2n1CC(=O)OCC(=O)NCCc1ccccc1,1,-1,1,0.9,-5,0,1,-9,1,10
CC(C)c1ccc(NC(=O)C(c2ccccc2)N2CC(=O)Nc3ccccc32)cc1 (stereo unspecified),1,33,1,0.9,-1,-5,1.1,-6,0.9,6
Brc1ccc2c(c1)OCCOCCOCCOCCOCCOCCO2,1,-5,0.9,0.8,0,-3,1,-14,0.9,22
Oc1csc(Cc2nc(-c3ccc(Br)cc3)cs2)n1,1,-1,1,0.9,-2,-28,1.3,-41,0.9,6
CC1=NN(C(C#N)c2ccccc2)C(C)(C)C1 (stereo unspecified),1,-8,1,1,2,-1,1,-2,1,-2
COc1ccc(NC(=O)c2csc3c2CCCC3)cc1,1,7,0.9,0.9,0,21,0.8,-8,0.9,10
Cc1ccc(S(=O)(=O)NC(=NC(C)C)c2ccccc2)cc1,1,0,1.1,0.9,1,0,1,-3,1,6
COc1ccccc1-c1nc(C#N)c(N2CC(C)CC(C)C2)o1 (stereo unspecified),1.1,-5,1,0.9,-8,10,0.9,-15,1.1,14
O=C(Nc1cccc(S(=O)(=O)N2CCCC2)c1)c1ccc2ccccc2n1,1,2,0.9,0.8,-2,8,0.9,-1,0.9,20
CCSc1nc(=S)n(CC)c(C)c1C(C)=O,1,-8,1,0.9,-4,-6,1.1,-10,1,6
O=c1cc(Nc2cccc(Br)c2)[nH]c(=O)[nH]1,1.1,2,1,0.9,-5,-1,1,-2,0.9,14
COc1cc(NC(=O)Cn2c(C)cc3ccccc3c2=O)cc(OC)c1OC,1,0,0.9,0.9,-2,9,0.9,-13,0.9,10
Cc1ccc(SCC(=O)NN=C2CCN(C)CC2)cc1,1,-7,1,1,-4,-6,1.1,-1,1,3
O=C1CSC2(CCCCC2)N1CCO,1,-3,0.8,0.8,-3,-4,1,-20,0.9,22
CCCCn1c(SCC(=O)NCc2ccco2)nc2c(sc3ccccc32)c1=O,1.1,11,1,1.1,-7,-2,1,-18,1.1,-6
Cc1noc(N)c1C1(O)C(=O)N(C(C)C)c2ccccc21 (stereo unspecified),1,-6,1,1,2,2,1,-4,1,2
CCO/N=C(/C)c1c(O)c(C)c(-c2ccccc2)n(-c2ccccc2)c1=O,1,-3,1,0.9,1,22,0.8,-12,1.1,11
# Additional records
SMILES,TNAP act hi DEA,Lmaj promast,PMI act,Diaphorase act,TNAP inh hi DEA,bIAP inhibitor,bIAP act,TNAP inh no acc,PMI act hi M6P,Diaphorase inh
O=C1C(C=NCCCN2CCCC2=O)=C(O)c2ccccc21,1.1,-6,1,1,-7,1,1,-7,1.1,-5
COC(=O)C(C)Sc1n[nH]c(=S)s1 (stereo unspecified),1,-6,1.2,0.9,-4,12,0.9,-1,1.6,14
Cc1ccc(/C=N/NC(=O)c2nn(C)cc2Cl)cc1,1,-10,1,0.9,-4,12,0.9,-11,1,9
COc1ccccc1/C=N/NC(=O)c1ccc(=O)n(C)c1,1,-4,0.8,0.9,2,7,0.9,-10,0.9,10
CC(=O)Cn1ncc(N2CCCCC2)c(Cl)c1=O,1,0,1,1,-5,11,0.9,-8,1,3
CCCN(c1ccc(OCC)cc1)S(=O)(=O)c1ccc2c(c1)CCN2C(=O)CCC(=O)O,1,-8,1,0.9,-3,-2,1,-5,1,9
Cc1cc(C(C)(C)C)oc1C(=O)N(CC(=O)NC1CCCC1)Cc1ccccc1Cl,1,26,0.8,0.8,1,-26,1.3,-7,0.8,25
O=C1NC(c2ccc3c(c2)OCO3)Nc2ccccc21 (stereo unspecified),1.1,1,1,0.8,-10,10,0.9,-14,1,16
O=C(NNC(=O)c1ccccc1Br)c1ccccc1Cl,1,-3,1,1,-5,-1,1,-21,1,4
CCc1cccc2c(C(=O)CSc3nncn3-c3ccc(OC)cc3)c[nH]c12,1,53*,0.9,0.9,2,8,0.9,0,1,6
O=C(NC(=S)Nc1cccc(CO)c1)c1ccc(-c2ccccc2)cc1,1,57*,0.8,0.8,2,-4,1,4,0.9,19
CCOC(=O)C1CCCN(Cc2sccc2C)C1 (stereo unspecified),1,5,1,0.9,-5,1,1,-12,1,7
O=C(CCC(NC(=O)OCc1ccccc1)C(=O)OCC(=O)N1CCCCC1)OCC(=O)N1CCCCC1 (stereo unspecified),1,-4,1,0.8,-1,-2,1,-7,1,15
CCOc1ccc2nc(N(CCN(CC)CC)C(=O)c3ccc([N+](=O)[O-])cc3)sc2c1,1,20,1,1,1,-6,1.1,4,1.2,-2
CCC(=O)N1N=C(c2cccs2)CC1c1ccco1 (stereo unspecified),1,-4,0.9,0.9,-3,6,0.9,-3,1,8
CC(Cc1ccccc1)NC(=O)C1(c2ccccc2)CCOCC1 (stereo unspecified),1,-2,0.8,0.9,-3,8,0.9,-9,0.9,13
CCOC(=O)c1c(Nc2ccccc2)sc(/C=C2\C=Nc3ccccc32)c1O,1,3,1,0.8,-2,34,0.7,-8,0.9,18
O=C(Nc1cccnc1)/C(N=Nc1ccc(Cl)c(C(F)(F)F)c1)=C(\O)c1ccccc1,1,0,1,1.1,2,7,0.9,-1,1,-7
CC(=O)Nc1cccc(C(=O)OCc2ccc([N+](=O)[O-])cc2)c1,1.1,-5,0.9,0.8,-7,10,0.9,-18,1,22
CC(=O)Nc1sc(N/N=C\c2ccco2)nc1-c1cccs1,1,-2,1.1,0.9,5,2,1,2,1.4,12
O=C(C1CCCN1S(=O)(=O)c1cccc2cccnc12)N1CCN(c2ccccc2)CC1 (stereo unspecified),1,-10,1.1,0.9,-4,-2,1,15,0.9,11
Cc1cccc(NC(=O)CCSc2nncn2C)c1,1,-8,1.1,1,-4,9,0.9,-14,1,5
COc1ccc(OC)c(Nc2ccc(C(=O)O)cc2[N+](=O)[O-])c1,0.8,0,0.9,0.8,20,0,1,21,0.7,17
CCOC(=O)COc1nc(C)c(Br)c(OC)n1,1.1,1,1.1,0.9,-7,2,1,4,1,9
COCCCNC(=O)c1ccccc1NS(=O)(=O)c1ccc(C)cc1,1,0,0.9,0.9,1,-2,1,0,1,7
O=C(CN1C(=O)c2ccccc2C1=O)Nc1ccc2c(c1)OCO2,1,1,0.9,0.9,-4,8,0.9,-12,1,12
Cc1ccc(OCC(=O)c2ccc3c(c2)CCCC3)cc1C,1.1,-3,0.8,0.8,-6,20,0.8,-8,0.9,19

# A draw from above in order of number of heavy atoms, high to low.
SMILES,TNAP act hi DEA,Lmaj promast,PMI act,Diaphorase act,TNAP inh hi DEA,bIAP inhibitor,bIAP act,TNAP inh no acc,PMI act hi M6P,Diaphorase inh
O=C(CCC(NC(=O)OCc1ccccc1)C(=O)OCC(=O)N1CCCCC1)OCC(=O)N1CCCCC1 (stereo unspecified),1,-4,1,0.8,-1,-2,1,-7,1,15
CCOC(=O)c1c(Nc2ccccc2)sc(/C=C2\C=Nc3ccccc32)c1O,1,3,1,0.8,-2,34,0.7,-8,0.9,18
O=C(CN1C(=O)c2ccccc2C1=O)Nc1ccc2c(c1)OCO2,1,1,0.9,0.9,-4,8,0.9,-12,1,12
COc1ccc(OC)c(Nc2ccc(C(=O)O)cc2[N+](=O)[O-])c1,0.8,0,0.9,0.8,20,0,1,21,0.7,17
CC(=O)Nc1sc(N/N=C\c2ccco2)nc1-c1cccs1,1,-2,1.1,0.9,5,2,1,2,1.4,12
COc1ccccc1/C=N/NC(=O)c1ccc(=O)n(C)c1,1,-4,0.8,0.9,2,7,0.9,-10,0.9,10
CCC(=O)N1N=C(c2cccs2)CC1c1ccco1 (stereo unspecified),1,-4,0.9,0.9,-3,6,0.9,-3,1,8
CC(=O)Cn1ncc(N2CCCCC2)c(Cl)c1=O,1,0,1,1,-5,11,0.9,-8,1,3
COC(=O)C(C)Sc1n[nH]c(=S)s1 (stereo unspecified),1,-6,1.2,0.9,-4,12,0.9,-1,1.6,14
